# Bioassay records: PubChem BioAssay, National Center for Advancing Translational Sciences (NCATS)
# aSyn rescue = rescues yeast growth from alpha-synuclein toxicity | Potency, µM (highest dose often 46.1 µM), inactives show top-dose growth rescue (activation), actives largely listed as activators | AID 652106 | 370,000 tested, 0.14% active | Yeast expressing alpha-synuclein, growth rescue, BacTiter-Glo, 24 h; further: potency means the concentration at half of the fitted maximal effect; % of control where 0% means no effect; nearly all actives have a fitted effect of over 65% in size
#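 Rescue of yeast growth: cells expressing toxic alpha-synuclein, induced in galactose at OD600 0.02, incubated with compound 24 h at 30 C. ATP luminescence quantified growth; inhibitors of toxicity appear as activators.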
# D3 antag = D3 dopamine receptor (human) antagonism; D3R cells, DiscoveRx beta-arrestin luminescence, antagonist mode; hits give low values; 360,000 tested, 2.5% active; max response, negative = inhibition, %; P35462; AID 652054; in the data active means max response below about -50%; inconclusive means no clear call, values can overlap the other calls; further: on the % scale 0 is the no-effect control and ±100 the full control effect; mostly tested at two doses, the higher about 12 µM
# Target sequence (P35462 whole entry, looked up): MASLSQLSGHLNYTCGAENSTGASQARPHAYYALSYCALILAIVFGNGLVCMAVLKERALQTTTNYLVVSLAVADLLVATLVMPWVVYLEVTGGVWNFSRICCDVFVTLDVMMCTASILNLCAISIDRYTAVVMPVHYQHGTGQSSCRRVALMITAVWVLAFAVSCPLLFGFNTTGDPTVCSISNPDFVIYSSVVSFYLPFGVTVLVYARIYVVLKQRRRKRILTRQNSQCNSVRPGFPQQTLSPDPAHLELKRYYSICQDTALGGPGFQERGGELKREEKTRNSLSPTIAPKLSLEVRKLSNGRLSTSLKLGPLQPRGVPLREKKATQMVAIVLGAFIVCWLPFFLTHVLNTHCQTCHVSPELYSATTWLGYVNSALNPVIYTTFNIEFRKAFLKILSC
#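 Cells expressing the human receptor were seeded at 1500 cells/well, incubated overnight at 37 degrees C in 5% CO2, then exposed to library compounds with dopamine controls for 90 minutes at 37 degrees C before luminescent detection.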
# Akt phos inh = Akt phosphorylation inhibition | Neuro2A IGF-stimulated pAkt S473 HTRF, 20 min; hits give low values | 360,000 tested, 0.32% active | activity change, % for hits at 50 µM; in the data active means activity change below about -80%; inconclusive means mostly about -51% to -80%; further: on the % scale 0 is the no-effect control and ±100 the full control effect
#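 Neuro2A cells (4,500/well, DMEM with 0.5% FBS) were treated with compound at a single 50 µM final concentration, stimulated with 6 nM IGF for 20 min at 37 °C, and lysed. Phospho-Akt Ser473 was read by HTRF as 665/615 ratio ×10^4.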
# PTHR1 ag = agonists of human PTHR1 parathyroid hormone receptor; Q03431; HEK293 GP2 PTHR1 cells, GloSensor cAMP luminescence, 1 h; Potency, µM (highest dose often 115 µM), for the others: top-dose activation, most hits filed as activators; 410,000 tested, 0.075% active; AID 743266; further: potency means the concentration at half of the fitted maximal effect; nearly all actives have a fitted effect of over 55% in size; some results filed as inactive show a strong effect at the top dose; inactives centre near -15; many of its hits are not listed in these tables
# Target sequence (Q03431 whole entry, looked up): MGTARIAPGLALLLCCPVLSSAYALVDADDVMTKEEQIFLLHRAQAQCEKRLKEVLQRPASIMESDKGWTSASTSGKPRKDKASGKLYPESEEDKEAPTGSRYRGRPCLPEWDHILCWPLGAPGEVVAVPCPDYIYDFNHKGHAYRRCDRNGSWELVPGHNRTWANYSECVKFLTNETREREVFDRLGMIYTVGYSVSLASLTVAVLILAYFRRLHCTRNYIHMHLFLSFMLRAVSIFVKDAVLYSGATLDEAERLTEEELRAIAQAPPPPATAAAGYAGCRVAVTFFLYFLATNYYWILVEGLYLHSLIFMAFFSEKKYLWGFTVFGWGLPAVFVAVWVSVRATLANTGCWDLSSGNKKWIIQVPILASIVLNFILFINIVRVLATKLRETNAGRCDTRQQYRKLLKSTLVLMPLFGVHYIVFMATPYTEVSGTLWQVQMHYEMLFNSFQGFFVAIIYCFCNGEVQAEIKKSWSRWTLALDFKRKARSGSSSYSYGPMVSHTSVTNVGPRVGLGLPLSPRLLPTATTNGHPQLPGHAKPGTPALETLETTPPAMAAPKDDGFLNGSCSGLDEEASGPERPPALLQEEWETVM
#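 HEK-293-derived GP2 cells expressing PTHR1 and a GloSensor cAMP reporter, 3,000/well, plated overnight, given luciferin plus IBMX (each 0.5 mM as added) for 1 h at 37 °C, then compound for 1 h at 37 °C. Luminescence was read after 15 min at room temperature.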
# FUS yeast rescue = suppressors of FUS proteinopathy in yeast. S. cerevisiae FUS-expressing, growth rescue, OD600, 24 h. Potency, µM (series often up to 76.6 µM), for inactives: at the highest dose growth rescue (activation), most hits filed as activators. 390,000 tested, 0.24% active;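 further: potency means the concentration at half of the fitted maximal effect; plate controls were DMSO vehicle for no effect and reference control for full effect; nearly all actives have a fitted effect of over 55% in size; some results filed as inactive show a strong effect at the top dose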
#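 Toxicity suppression screen in FUS-yeast. Cells induced with 2% galactose, starting OD 0.005, treated 24hr at 30C with compounds at multiple final concentrations; growth by OD600.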
# Abeta yeast res = A-beta toxicity reversal in yeast; 410,000 tested, 0.063% active; Potency, µM (series often up to 46.1 µM), for inactives: top-dose growth rescue, usual class: activators; AID 1347071; yeast expressing A-beta42, growth rescue, OD600, 48 h; response scale: 0% DMSO, 100% iron-clioquinol control; further: potency means the concentration at half of the fitted maximal effect; nearly all actives have a fitted effect of over 55% in size
#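 Yeast A-beta toxicity model in growth medium with pinned compounds, 48 h at 30 C; growth read as absorbance at 600 nm. Normalized to FeCl3/clioquinol equimolar mix (positive) and DMSO (negative).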
# GLP1R inv ag = GLP-1 receptor (human) inverse agonism | P43220 | HEK293 GLP-1R CRE-luciferase, luminescence, 24 h; GLP-1R form is constitutively active | Potency, µM (highest dose often 38.3 µM), inactives show at the top dose activity change, negative = inhibition, most hits filed as inhibitors | 410,000 tested, 1.6% active; further: potency means the concentration at half of the fitted maximal effect; on the % scale 0 is the no-effect control and ±100 the full control effect; nearly all actives have a fitted effect of over 55% in size
#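 HEK293 cells stably co-expressing a cAMP-responsive luciferase reporter and constitutively active GLP-1R were seeded, incubated 12 h, then exposed to compounds for 24 h at 37 C. Luminescence was read 12 min after detection reagent; inverse agonists lower signal.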
# GLP-1R agonist = agonists of human GLP-1 receptor. P43220. HEK293 GLP-1R CRE-luciferase, luminescence, 4-6 h; cells express a hypersensitive GLP-1R form. Potency, µM (doses to about 45.6 µM), without a hit: at the top dose activation, hits mostly activators. 380,000 tested, 0.007% active. AID 624172; further: potency means the concentration at half of the fitted maximal effect; % of control where 0% means no effect
# TDP-43 yeast inh = TDP-43 toxicity inhibition in yeast | TDP-43 expressing yeast growth rescue, BacTiter-Glo, 24 h | Potency, µM (titrated, usually from 46.1 µM), for inactives: at the highest dose growth rescue (activation), most hits filed as activators | 410,000 tested, 1.8% active; further: potency means the concentration at half of the fitted maximal effect; % of control where 0% means no effect; nearly all actives have a fitted effect of over 50% in size
#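 Yeast cells expressing TDP-43 under galactose induction are exposed to compounds for 24 hr at 30 deg C. BacTiter-Glo luminescence measures growth, so protective compounds score as activators.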
# Active calls of the source: *; i = inactive; ? = inconclusive; . = no result given; & = joins results of further samples; [ ] = another dose, or the depositor's remark. Unless noted, the call rests on the fitted dose curve; in most records, active means well fitted curve in the direction sought with a large enough effect; inconclusive means small, poorly fitted or top-dose-only effect, or another doubt; inactive means no such curve, though single readings can be large; an effect the other way counts as inactive or inconclusive. Only part of the results is shown; rates above refer to the full screens.
nr	smiles	aSyn rescue	D3 antag	Akt phos inh	PTHR1 ag	FUS yeast rescue
1	COc1cccc(CNCc2ccc(SC)cc2)c1OC	1%	-15	i	-5%[57.5 µM]	-8%
2	COc1ccc(CCC(=O)Nc2ccc(Cn3ccnc3)cc2)cc1	-1%	18	i	i	-7%
3	O=C(Nc1nn[nH]n1)c1cc(-c2ccc(Cl)c(Cl)c2Cl)nc2ccccc12	15%	1	i	9%	-9%
4	COc1ccccc1NC(=O)CN(c1ccccc1F)S(C)(=O)=O	12%	-20	i	i	13%
5	CCOc1ccc(NC(=S)Nc2cc(C)[nH]n2)cc1	-17%	-7	i	i	-1%
6	Cc1oc(-c2ccc(Cl)cc2)nc1CSCC(=O)NCc1ccccc1Cl	.	.	.	-5%	0%
7	O=C(OCc1ccc([N+](=O)[O-])cc1)C1CC(=O)N(Cc2ccccc2)C1 (stereo not given)	7%	4	i	i	-9%
8	Cc1nc2c(C)cccc2cc1C(=O)N/N=C/c1cccc([N+](=O)[O-])c1	6%	2	i	-32%[inhibitor]	-2%

nr	Abeta yeast res	GLP1R inv ag	GLP-1R agonist	TDP-43 yeast inh
1	8%	-6%	0%	-21%
2	-3%	23%	-4%	12%
3	5%	8%	-5%	6%
4	2%	9%	-6%	4%
5	-31%	9%	6%	15%
6	6%	-1%	.	2%
7	5%	5%	3%	10%
8	11%	?	14%	29%

# The list continues:
nr	smiles	aSyn rescue	D3 antag	Akt phos inh	PTHR1 ag	FUS yeast rescue
9	O=C(NC1CCCCC1)C(c1ccccc1)N(Cc1ccco1)C(=O)c1csnn1 (stereo not given)	-2%	-4	i	-10%	-14%
10	C=CCOc1ccc(/C=C2\SC(N)=NC2=O)cc1OC	0%	16	i	i	-25%
11	CCOC(=O)CC(=O)CSc1nc2c(C)c(C)ccc2cc1C	6%	50	i	i	24%
12	COc1ccccc1-c1noc(CCC(=O)Nc2ccc(C)cc2C)n1	.	.	.	-1%	-2%
13	CCC(NC(=O)CNC(=O)c1ccc2c(c1)OCO2)c1ccc(Br)cc1 (stereo not given)	1%	-22	i	-21%	-1%
14	O=C(Nc1ccc2c3c(cccc13)CC2)c1ccc(Br)o1	1%	-18	i	-38%	.
15	CCc1cc2ccccc2nc1Cl	0%	7	i	-2%	-21%
16	Cc1ccc2nc(N3CCN(C(=O)c4ccccc4F)CC3)c(C#N)cc2c1	4%	0	i	-16%	32%

nr	Abeta yeast res	GLP1R inv ag	GLP-1R agonist	TDP-43 yeast inh
9	-2%	-22%	8%	-11%
10	-7%	117%[activator]	29%	-3%
11	14%	?	4%	30%
12	-4%	-2%	.	15%
13	-1%	13µM*	-11%	20%
14	-6%	0%	0%	-1%
15	10%	13%	-1%	-4%
16	-37%	-6%	19%	?

# Rewritten screen by screen: 4 of the compounds above.
(6) Cc1oc(-c2ccc(Cl)cc2)nc1CSCC(=O)NCc1ccccc1Cl
(1) COc1cccc(CNCc2ccc(SC)cc2)c1OC
(14) O=C(Nc1ccc2c3c(cccc13)CC2)c1ccc(Br)o1
(15) CCc1cc2ccccc2nc1Cl

assay / entry	6	1	14	15
aSyn rescue	.	1%	1%	0%
D3 antag	.	-15	-18	7
Akt phos inh	.	i	i	i
PTHR1 ag	-5%	-5%[57.5 µM]	-38%	-2%
FUS yeast rescue	0%	-8%	.	-21%
Abeta yeast res	6%	8%	-6%	10%
GLP1R inv ag	-1%	-6%	0%	13%
GLP-1R agonist	.	0%	0%	-1%
TDP-43 yeast inh	2%	-21%	-1%	-4%

# Next section.
nr	smiles	aSyn rescue	D3 antag	Akt phos inh	PTHR1 ag	FUS yeast rescue
17	O=C(/C=C/c1ccco1)Nc1ccc2c(c1)OCCO2	-3%	-7	i	-35%	9%
18	Cc1nn(S(=O)(=O)c2ccc([N+](=O)[O-])cc2)c(C)c1Sc1ccccc1	-3%	?	i	-6%	17%
19	O=C(NNc1c(Cl)cccc1Cl)c1sccc1Cl	0%	-24	i	i	0%
20	N#Cc1ccc(NC(=O)COC(=O)CCc2ccc(S(=O)(=O)N3CCCCC3)cc2)cc1	11%	?	i	-13%	.
21	COc1cc(/C=C/C(=O)O)ccc1OS(=O)(=O)c1cc(C)ccc1C	5%	-22	i	i	17%
22	COc1ccc(C2=NN(CC(=O)NCCCN(C)c3ccccc3)C(=O)CC2)cc1	.	.	.	-15%	4%
23	Cc1cc(/C(=N/O)C(C)(C)NO)ccc1Cl	15%	26	i	-4%[57.5 µM]	5%
24	COC(=O)c1ccc(C2=NOC(C)(c3nnc(-c4cccc(Cl)c4)o3)C2)cc1 (stereo not given)	1%	25	i	-12%	32%

nr	Abeta yeast res	GLP1R inv ag	GLP-1R agonist	TDP-43 yeast inh
17	4%	-8%	0%	28%
18	11%	0%	12%	15%
19	1%	?	-1%	-18%
20	9%	24%	-6%	-40%[inhibitor]
21	-10%	-4%	1%	-22%
22	-24%	12%	.	-15%
23	?	14%	2%	?
24	-3%	-2%	8%	?

# Next results:
nr	smiles	aSyn rescue	D3 antag	Akt phos inh	PTHR1 ag	FUS yeast rescue
25	Cc1nnc(SCC(=O)Nc2cc(S(C)(=O)=O)ccc2Cl)n1Cc1ccccc1	0%	11	i	-6%	15%
26	CC(=O)CCC(=O)N1CCCC(N2CCN(c3cccc(Cl)c3)CC2)C1 (stereo not given)	0%	-15	i	-11%	-3%
27	CC(C(=O)N1CCOCC1)n1cc([N+](=O)[O-])cn1 (stereo not given)	-6%	-9	i	-40%[inhibitor]	9%
28	O=C(CN1CCN(S(=O)(=O)c2ccccc2F)CC1)NC1CCCC1	0%	7	i	i	0%
29	O=C(NCCCN1CCN(c2ccc(F)cc2)CC1)c1ccc2nc(CCc3ccccc3)oc2c1	.	.	.	-40%	-5%
30	COC(=O)C(C)(N)Cc1ccc(O)cc1 (stereo not given)	3%&4%	10	i	-13%	-38%
31	CCCCN1C(=O)/C(=C(/C#N)C(=O)N2CCCC2)c2ccccc21	-2%	-9	i	i	-10%
32	O=C(Cc1cccc(NC(=O)C2CCN(C(=O)c3ccccc3)CC2)c1)Nc1cccc(C(=O)N2CCCCC2)c1	0%	26	i	i	27%

nr	Abeta yeast res	GLP1R inv ag	GLP-1R agonist	TDP-43 yeast inh
25	1%	13%	7%	-7%
26	0%	8%	-2%	-5%
27	-9%	25%	-1%	9%
28	9%	-6%	0%	1%
29	-11%	18%	.	21%
30	-21%	3%	15%	?
31	-1%	-6%	0%	3%
32	3%	1%	0%	31%

# (list continues)
nr	smiles	aSyn rescue	D3 antag	Akt phos inh	PTHR1 ag	FUS yeast rescue
33	CCn1cc(S(=O)(=O)NCc2ccccc2Br)cn1	-5%	-18	i	?	30%
34	Cc1ccc(NC(=S)N2CCCC(c3nc4ccccc4[nH]3)C2)cc1 (stereo not given)	0%	-3	i	-7%	11%
35	COc1ccc(CN(C(=O)c2ccc(C)cc2)c2cccc(N)c2)cc1	3%	19	i	-6%	?
36	CCn1c2ccccc2c2nnc(SCC(=O)Nc3cc(C)on3)nc21	-4%	11	i	-5%[57.5 µM]	-6%
37	Cc1cc(C)nc(/N=C2\NC(=O)CC(C(=O)O)N2c2ccc(Cl)cc2Cl)n1 (stereo not given)	-6%	-9	i	-12%	5%
38	COc1ccccc1CC(=O)NCC(c1ccco1)N1CCCCC1 (stereo not given)	-8%	-25	i	?	17%
39	CC(=O)C1=C(O)C(=O)N(c2ccc(O)cc2)C1c1cccc(F)c1 (stereo not given)	-9%	-4	i	i	-10%
40	CC(C)CNC(=O)c1cccc(NC(=O)C2CCCO2)c1 (stereo not given)	-3%	18	i	-18%[57.5 µM]	1%

nr	Abeta yeast res	GLP1R inv ag	GLP-1R agonist	TDP-43 yeast inh
33	0%	-6%	14%	13%
34	-10%	?	3%	11%
35	-20%	-24%	3%	2%
36	5%	-3%	-1%	-12%
37	-9%	13%	-2%	-13%
38	-14%	-21%	6%	-1%
39	3%	6%	-5%	5%
40	1%	7%	-11%	-5%

# Next part
nr	smiles	aSyn rescue	D3 antag	Akt phos inh	PTHR1 ag	FUS yeast rescue
41	O=C(CSc1ccc2nnc(CCNS(=O)(=O)c3ccccc3)n2n1)Nc1nc2ccccc2s1	-7%	0	i	-15%	.
42	Cc1nc2ccccn2c1-c1ccnn1S(=O)(=O)c1ccc(F)cc1	2%	42	i	-96%[inhibitor]	26%
43	COC(=O)CCc1sc(NC2CCCCC2)nc1-c1ccc(OC)cc1	-13%	?	i	-19%	.
44	O=C(CNC(=O)/C=C/c1ccco1)N=Nc1c(O)[nH]c2ccccc12	-6%	-4	i	-3%	0%
45	O=C(Cn1c(=O)oc2ccccc21)N1CCN(c2ccccc2)CC1	2%	-22	i	i	29%
46	Cc1ccc2nc3c(cc2c1)CN(Cc1ccco1)C(=NCC1CCCO1)S3 (stereo not given)	1%	-25	i	-14%[57.5 µM]	27%
47	c1ccc(CN2CCN(c3nc(NCc4ccco4)c4ccccc4n3)CC2)cc1	7%	-82*	i	-31%[inhibitor]	.
48	COc1cc(C(c2nnnn2C(C)(C)C)N2CCN(C)CC2)cc(OC)c1OC (stereo not given)	-3%	8	i	0%[57.5 µM]	-17%
49	CC1C(=O)Nc2ccccc2N1C(=O)c1c(F)cccc1F (stereo not given)	-2%	6	i	-3%	-3%
50	COc1ccc(C(=O)/C=C\c2ccc(NC(=O)c3cccs3)cc2)cc1	3%	29	i	i	25%

nr	Abeta yeast res	GLP1R inv ag	GLP-1R agonist	TDP-43 yeast inh
41	12%	-4%	13%	-17%
42	5%	-20%	5%	14%
43	-3%	?	29%	4%
44	6%	11%	-7%	10%
45	2%	-5%	1%	8%
46	-16%	2.2µM*	-2%	-4%
47	10%	?	0%	9%
48	-8%	-3%	0%	-11%
49	11%	10%	3%	9%
50	14%	1%	-4%	0%
